pPAFAH inh = pPAFAH (human) enzyme inhibition. recombinant pPAFAH, FP-rhodamine probe fluorescence polarization. inhibition, % at 3.39 µM. 1.5% of 330,000 active;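 active = inhibition above the mean inhibition across the screen plus 3 SD, cut at about 25% in these data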;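 note: inhibitors block binding of the rhodamine activity-based probe so polarization drops; 0% = enzyme with DMSO and 100% = wells lacking pPAFAH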
PREPL inhibitor = human PREPL enzyme inhibition; recombinant PREPL, fluorescence polarization activity-based probe; Q4J6C6; inhibition, % at 5.96 µM; AID 2751; 0.68% of 320,000 active; in the data active = inhibition above about 43%;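 note: 0% = enzyme with DMSO and 100% = wells lacking enzyme; many of its hits are not listed in these tables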
PAD4 FP inh = inhibitors of human PAD4; recombinant PAD4, RCA probe fluorescence polarization; inhibition, % at 6.36 µM; 0.41% of 330,000 active;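 active = percent inhibition above a cutoff equal to the mean of all tested compounds plus 3 SD, cut at about 15% in these data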;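 note: 0% = PAD4 with RCA probe and DMSO and 100% = probe without PAD4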
Target sequence (Q9UM07 whole entry, looked up): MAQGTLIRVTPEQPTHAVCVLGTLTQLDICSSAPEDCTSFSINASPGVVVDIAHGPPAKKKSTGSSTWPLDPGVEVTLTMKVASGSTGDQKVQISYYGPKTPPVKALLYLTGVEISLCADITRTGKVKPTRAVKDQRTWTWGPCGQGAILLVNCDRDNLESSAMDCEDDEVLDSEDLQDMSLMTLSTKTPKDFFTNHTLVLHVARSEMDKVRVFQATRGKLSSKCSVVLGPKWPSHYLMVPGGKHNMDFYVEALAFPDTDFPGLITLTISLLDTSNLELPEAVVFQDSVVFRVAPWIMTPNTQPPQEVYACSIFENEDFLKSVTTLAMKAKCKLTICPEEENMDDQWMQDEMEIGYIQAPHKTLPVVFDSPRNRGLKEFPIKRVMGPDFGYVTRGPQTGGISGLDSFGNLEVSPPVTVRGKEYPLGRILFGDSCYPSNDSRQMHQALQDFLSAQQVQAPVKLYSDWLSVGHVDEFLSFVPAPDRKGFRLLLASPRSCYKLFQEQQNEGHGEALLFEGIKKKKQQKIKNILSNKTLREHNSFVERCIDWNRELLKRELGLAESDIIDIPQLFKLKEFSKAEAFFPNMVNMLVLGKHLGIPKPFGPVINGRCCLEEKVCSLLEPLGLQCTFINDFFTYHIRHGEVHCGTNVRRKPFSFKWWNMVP
PAFAH1B3 inh = PAFAH1B3 (human) inhibition; 0.28% of 340,000 active; recombinant PAFAH1B3, FP-rhodamine probe, fluorescence polarization; inhibition, % at 3.39 µM; AID 492972; Q15102;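 active = inhibition above the screen-wide average of all tested compounds plus 3 SD, cut at about 25% in these data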;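 note: 0% = enzyme with DMSO only and 100% = wells lacking PAFAH1B3 protein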
Target sequence (Q15102 whole entry, looked up): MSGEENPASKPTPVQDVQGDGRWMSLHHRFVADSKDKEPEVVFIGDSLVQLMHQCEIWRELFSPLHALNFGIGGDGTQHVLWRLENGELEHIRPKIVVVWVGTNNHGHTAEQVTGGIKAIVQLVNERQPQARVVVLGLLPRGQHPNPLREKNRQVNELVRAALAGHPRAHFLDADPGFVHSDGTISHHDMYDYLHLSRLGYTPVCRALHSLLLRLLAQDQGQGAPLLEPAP
PAFAH2 inh = inhibitors of human PAFAH2. Q99487. recombinant PAFAH2, FP-rhodamine activity probe, fluorescence polarization. inhibition, % at 3.39 µM. 0.99% of 340,000 active. AID 492956;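 active = inhibition above the mean over all tested compounds plus 3 SD, cut at about 30% in these data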;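 note: inhibitors block probe labeling of enzyme so polarization drops; 0% = enzyme with DMSO and 100% = wells lacking PAFAH2 protein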
LYPLA1 counter = LYPLA1 (human) inhibition in PME1 counter-screen; O75608; recombinant LYPLA1, FP-Rh probe fluorescence polarization; inhibition, % at 5.9 µM; 0.16% of 320,000 active;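 active = inhibition above the mean of all tested compounds plus 3 SD, set per campaign, cut at about 14% in these data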;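 note: inhibitors block serine hydrolase probe labeling of LYPLA1 so polarization falls; 0% = enzyme with DMSO and 100% = wells lacking LYPLA1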
PAFAH1B2 FP inh = PAFAH1B2 (human) inhibition | P68402 | recombinant PAFAH1B2, FP-rhodamine activity probe, fluorescence polarization | inhibition, % at 3.39 µM | 1.2% of 340,000 active | AID 492953;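 active = inhibition above the mean of all tested compounds plus 3 SD, cut at about 24% in these data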;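 note: 0% = enzyme with DMSO and 100% = wells lacking PAFAH1B2; many of its hits are not listed in these tables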
GSTO1 counter = GSTO1 inhibition, counter-screen for RBBP9 inhibitors; 1.1% of 300,000 active; recombinant GSTO1, activity-based probe fluorescence polarization; inhibition, % at 5.96 µM; P78417;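 active = inhibition above the campaign mean inhibition plus 3 SD, cut at about 35% in these data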;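 note: 0% = GSTO1-1 with DMSO and 100% = wells lacking GSTO1-1 enzyme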
LYPLA2 inh = LYPLA2 (human) inhibition in PME1 counter-screen | recombinant LYPLA2, FP-Rh probe fluorescence polarization | inhibition, % at 5.9 µM | 0.38% of 320,000 active;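 active = inhibition above the screen-wide mean plus 3 SD, limit set per campaign, cut at about 26% in these data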;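 note: 0% = LYPLA2 with DMSO and 100% = wells lacking LYPLA2 enzyme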
Active calls of the source: *; . = not tested or not shown.

Every second line gives: pPAFAH inh	PREPL inhibitor	PAD4 FP inh	PAFAH1B3 inh	PAFAH2 inh	LYPLA1 counter	PAFAH1B2 FP inh	GSTO1 counter	LYPLA2 inh
- N#Cc1cccc(S(=O)(=O)NCC(=O)OCC(=O)c2ccc[nH]2)c1
    12	8	0	7	17	-1	0	2	1
- CC(=O)c1ccc(N2CCN(C(=O)c3ccc(Cn4c(=S)[nH]c5ccc(N6CCOCC6)cc5c4=O)cc3)CC2)cc1
    49*	22	-1	12	13	6	5	35*	44*
- Cc1ccc(S(=O)(=O)N2CCCCC2)cc1NC(=O)c1ccc2ccccc2n1
    -8	11	1	12	1	-2	1	-2	-2
- COc1ccc(C2=C3C(=O)OCC3Cc3ncn(Cc4ccccc4)c32)cc1 (centres undefined)
    2	0	-1	2	-4	-1	0	.	-3
- Cc1nnsc1C(=O)NNC(=O)Nc1ccccc1
    1	-6	3	4	10	-1	4	2	-1
- CC1CCc2sc(C(=O)N3CCN(c4ncccn4)CC3)cc2C1 (centres undefined)
    28*	13	-1	-7	5	-6	0	-1	-1
- Cc1ccc(N=C2C(=O)Nc3ccc(Br)cc32)cc1
    -5	6	-3	6	-10	2	6	17	-2
- CCOC(=O)C1CN(S(=O)(=O)c2ccccc2)c2cc(S(=O)(=O)CC)ccc2O1 (centres undefined)
    5	-11	-9	-3	-1	5	0	2	-4
- COc1ccc(C(=O)Nc2c(N)nc(SCC(=O)Nc3ccc(NC(C)=O)cc3)[nH]c2=O)cc1OC
    2	10	1	-2	2	0	1	11	2
- NC(=O)NC(CC(=O)NNC(=O)c1ccccn1)c1ccc(Cl)cc1 (centres undefined)
    2	0	1	11	5	-3	2	.	-1
- Cc1cccc(OCCC(=O)Nc2ccc(S(=O)(=O)N3CCCC3)cc2)c1
    -1	-4	-1	0	-3	-6	5	-12	1
- N/C(=N\O)c1ccc(N2CCN(c3ncccc3C(F)(F)F)CC2)nc1
    5	13	0	3	-3	0	0	0	3
- C/C(CCc1ccc2c(c1)OCO2)=N\NC(=S)NC(C)C
    3	-6	-3	-2	7	3	1	13	0
- Cc1ccc(N(CCC#N)C(=O)CSc2nc3ccccc3c(=O)[nH]2)cc1
    -1	10	-1	10	-5	2	6	.	4
- O=C(OCC(=O)N1CCCC1=O)c1cc(Cl)ccc1O
    0	-1	-9	6	21	1	10	-9	6
- Cc1ccc(NC(=O)c2ccc3ccccc3n2)cc1S(=O)(=O)N(C)C
    3	4	3	9	-1	-1	1	0	5
- COc1ccc(OCC(=O)NNC(=S)NC(=O)C2CCCCC2)cc1
    2	-2	2	-4	6	2	12	0	4
- Cc1cc(N2CCCCC2)n2nc(C)c(-c3ccccc3)c2n1
    12	6	2	-2	-2	1	0	2	4
- COc1cc(CC(NC(C)=O)C(=O)NC2CCN(c3c(Cc4ccccc4)c(C)nc4ncnn34)CC2)cc(OC)c1 (centres undefined)
    -4	16	-8	6	2	0	3	10	0
- Cc1ccccc1C(=O)Nc1sc2c(c1C(=O)O)CCC2
    4	1	-9	3	8	1	6	-21	-3
- Cc1nc2cc(C(F)(F)F)ccc2n1C1CCN(CC(=O)NC(C)(C)C)CC1
    9	10	-1	1	-5	0	3	-8	-3
- CC[C@@H]1[C@H]2CCCC(=O)N3CC[C@@H](C[C@H]1O)[C@@H]23
    -2	12	-1	3	-2	2	5	8	3
- O=C(NC(=S)NCc1ccccc1)c1ccccc1F
    3	-6	2	5	-8	2	-5	0	4
- O=C(CCNS(=O)(=O)c1cccs1)NCc1ccco1
    7	10	1	8	1	-2	5	0	19
- COc1ccc2c(c1OC)C(=O)N(c1nccs1)C2
    -4	10	-2	9	14	1	6	3	-4
- COc1ccc(CSc2nnc(C)n2N)cc1Br
    2	9	0	1	11	-3	-1	10	3
- O=C(COC(=O)c1ccccc1NC(=O)c1ccccc1)c1ccc([N+](=O)[O-])cc1
    0	-22	-4	1	29	-1	1	2	3
- Nc1c(NCCc2ccccc2)c2ccccc2oc1=O
    2	12	7	8	0	3	-2	1	4
- Cc1cc(S(=O)(=O)N2CCOCC2)ccc1OCC(=O)NCc1ccccn1
    6	-9	-5	11	2	-1	2	5	-2
- COc1ccccc1C(=O)N1CCN(Cc2ccc3c(c2)OCO3)CC1
    3	17	2	4	-5	1	-7	-2	2
- COC(=O)c1ccc(C2c3[nH]c4ccccc4c3C[C@H]3C(=O)N(C)CC(=O)N23)cc1 (some centres undefined)
    2	11	-4	7	1	-3	3	1	-3
- COc1ccc(NC(=O)C(NS(=O)(=O)c2cccs2)C(C)C)cc1Cl (centres undefined)
    7	3	3	-4	0	5	1	5	4
- O=[N+]([O-])c1cccc(C2=NC(c3ccccc3)CO2)c1 (centres undefined)
    1	9	2	0	0	-3	-2	-2	-5
- O=C(NCCN1CCOCC1)c1ccc(/C=C2\Sc3ccccc3N(Cc3ccccc3F)C2=O)cc1
    33*	10	-6	2	-8	-10	-1	-236	-2
- Nc1ccn([C@@H]2CS[C@H](CO)O2)c(=O)n1
    2	-2	-3	.	.	-1	.	0	10
- O=C(COc1ccc(S(=O)(=O)N2CCOCC2)cc1)N1CCOCC1
    -5	10	-5	1	-2	3	1	.	1
- CC(=O)c1ccccc1OCC(O)Cn1ccnc1 (centres undefined)
    5	2	-2	7	-4	-3	4	-3	5
- CC(C)CCSc1ncnc2c1oc1nc3c(cc12)COC(C)(C)C3
    2	5	0	6	-8	2	-3	3	1
- Cc1cc(NC(=O)COc2cccc(C)c2C)no1
    -4	1	2	-2	4	2	2	-2	-4
- COc1ccccc1NC(=O)COc1ccccc1C(=O)Nc1ccccc1
    4	-22	4	0	-9	-5	-1	-4	-5
- c1ccc2c(-c3cn4ccccc4n3)c[nH]c2c1
    6	9	-4	.	.	4	.	7	4
- C=CCC(C#Cc1ccccc1)[N+](C)(C)CC=C (centres undefined)
    0	27	-6	-3	1	1	2	1	-6
- Nc1ncnc2c1C1(CCCCC1)Cc1ccccc1-2
    5	-16	1	5	3	-12	20	1	4
- CCc1ccccc1NS(=O)(=O)Cc1ccccc1
    19	-11	-5	-7	8	-1	4	4	2
- OCCCn1c(C2CCCN2c2nc(-c3ccc(F)cc3)cs2)nc2cc(Cl)c(Cl)cc21 (centres undefined)
    8	13	-4	5	-7	-3	-5	0	-6
- Cc1noc(C(F)(F)F)c1C(=O)NNC(=O)c1cccc(C(F)(F)F)c1
    4	2	-7	9	-3	2	2	-3	1
- CCCCNC(=O)C1CCC(CNc2c(N3CCC(C)CC3)c(=O)c2=O)CC1 (centres undefined)
    1	1	2	1	-2	1	2	0	4
- O=C1[C@H](CC[C@H](O)c2ccc(F)cc2)[C@@H](c2ccc(O)cc2)N1c1ccc(F)cc1
    0	-37	1	.	.	-2	.	5	0
- CC(=O)Cn1cnc2sc(-c3ccccc3)cc2c1=O
    5	5	3	10	-2	-4	3	2	-2
- CC1(C)CC(NCc2ccncc2)CC(C)(C)N1
    2	15	2	-6	-10	0	1	9	0
- Cc1cc(=O)oc2cc(OCC(O)CN3CCN(c4ccc(F)cc4)CC3)ccc12 (centres undefined)
    1	-12	3	11	8	1	10	6	8
- COc1ccc(OC)c(NC(=O)c2sc3ncnc(N4CCN(c5ccccn5)CC4)c3c2C)c1
    5	1	2	0	-15	-2	2	-1	-2
- O=C(Cn1c(=O)oc2cc(S(=O)(=O)N3CCCC3)ccc21)N1CCN(c2ccccn2)CC1
    -1	15	2	-10	1	-1	-2	5	3
- CN(CCc1cnn(C)c1)Cc1cn(C)nc1-c1ccc2c(c1)OCCO2
    -3	7	-6	3	3	-3	7	0	1
- COc1cc(C)c(NC(=O)c2cc(C3CC3)nc3c2cnn3C(C)C)cc1OC
    3	-2	8	5	-4	1	4	.	8
- COc1ccc(Cl)cc1NC(=O)CSc1nc(C)cc(C)n1
    1	6	4	0	-2	8	2	-1	7
- Cc1ccc(-c2cc(C(=O)N3CCOCC3)no2)cc1
    4	-4	-4	13	-4	2	-7	1	-1
- CCCOP(=O)(c1ccc(N(C)C)cc1)C(O)c1ccc(Br)cc1 (centres undefined)
    6	6	-2	11	6	-2	9	9	6
- CCC(C)[C@H]1CN=C(N)N1CCc1cc(C(F)(F)F)cc(C(F)(F)F)c1 (some centres undefined)
    -1	11	0	13	2	-1	4	6	-4
- Cc1noc(C)c1COc1cccc(C(=O)OCC(=O)NCCN2C(=O)CSC2=O)c1
    0	0	-1	-2	5	0	3	0	3

Other results follow.
Every second line gives: pPAFAH inh	PREPL inhibitor	PAD4 FP inh	PAFAH1B3 inh	PAFAH2 inh	LYPLA1 counter	PAFAH1B2 FP inh	GSTO1 counter	LYPLA2 inh
- CC(=O)Nc1ccc(S(=O)(=O)NC(CC(=O)NCCc2ccccc2)C(C)C)cc1 (centres undefined)
    -8	5	2	2	3	-2	-1	-1	-2
- CSc1ccc(CN(C)CC(=O)NC(C)c2ccccc2)cc1 (centres undefined)
    3	-13	-3	0	4	3	8	7	4
- C#CCOCCOCCOCCNc1nc(N2CCN(C(=O)[C@H](CCCN=C(N)N)n3cc(C(N)[C@H](C)CC)nn3)CC2)nc(N2CCN(C(=O)[C@H](CC(N)=O)n3cc(C(N)[C@@H](C)CC)nn3)CC2)n1 (some centres undefined)
    -1	31	1	4	2	.	7	.	.
- CC(C)(C)c1ccc(-c2nnc(N)o2)cc1
    4	7	-2	5	-5	-1	8	3	2
- N#Cc1c(-c2cccnc2)c2c([nH]c1=O)-c1ccccc1OC2
    -1	-5	1	9	-2	-1	5	7	-1
- O=C(NCCCl)Nc1ccccc1OCCOc1ccccc1NC(=O)NCCCl
    6	17	0	0	-4	2	0	8	-2
- COc1ccc2[nH]c(C(=O)O)c(CCC(=O)O)c2c1
    4	2	-2	-1	7	-1	5	11	5
- COC(=O)c1ccc(Cc2ccccc2)o1
    1	16	-6	9	6	6	8	3	3
- COc1cccc(N2CCN(C(=O)C3CCC(=O)N(C4CCCCCC4)C3)CC2)c1 (centres undefined)
    -4	22	-3	9	0	-1	1	3	0
- C=CCN(C(=O)COc1ccccc1)c1nnc(-c2ccncc2)s1
    1	-19	-4	1	1	-4	-4	1	-2
- CC1(C)CC2(C)Nc3ccccc3N2C(=S)N1 (centres undefined)
    -1	3	-1	1	-10	-4	1	6	2
- C=C(C)CN(CC)C(=O)CSc1ccc(S(=O)(=O)N2CCN(Cc3ccccc3)CC2)cn1
    -4	20	-1	-7	2	1	2	.	0
- O=C(/C=C/c1cccc(F)c1)N1CCN(c2ccccn2)CC1
    0	3	-2	6	0	-2	3	0	0
- C/C(CC(=O)Nc1ccc(N(C)C)cc1)=N\NC(=O)Cc1csc(N)n1
    9	0	-4	3	49*	-3	3	14	3
- O=C(NCc1ccc(Cl)cc1)c1cc(-c2cccs2)on1
    5	-6	1	0	1	-1	3	-2	0
- Cc1ccc(C)c(S(=O)(=O)N2CCCOC2CNC(=O)C(=O)NCc2ccccn2)c1 (centres undefined)
    1	-9	1	2	-8	-1	-6	-3	-1
- CCn1c(NCc2ccco2)nc2c1c(=O)n(C)c(=O)n2C
    5	-5	-4	7	0	2	0	-4	3
- CCOc1ccccc1N(C)C(=O)c1cn(C)c(=O)c2ccccc12
    3	5	3	12	6	-4	7	4	-4
- Cn1c(CNC(=O)c2ccco2)nnc1SCC(=O)c1ccc(Br)cc1
    -1	-1	-6	7	1	-1	1	29	-2

Assay outcomes as filed in PubChem BioAssay.

This is a subset (hit frequency here may not be typical).
